Compound activity: PubChem BioAssay, NMMLSC
Bcl-XL Bim block = human Bim-Bcl-XL interaction inhibition | Q07817 | Bim peptide-Bcl-XL binding, bead flow cytometry, fluorescence | inhibition, % at 10 µM | 190,000 tested, 0.04% active | AID 1007
Target sequence (Q07817 whole entry, looked up): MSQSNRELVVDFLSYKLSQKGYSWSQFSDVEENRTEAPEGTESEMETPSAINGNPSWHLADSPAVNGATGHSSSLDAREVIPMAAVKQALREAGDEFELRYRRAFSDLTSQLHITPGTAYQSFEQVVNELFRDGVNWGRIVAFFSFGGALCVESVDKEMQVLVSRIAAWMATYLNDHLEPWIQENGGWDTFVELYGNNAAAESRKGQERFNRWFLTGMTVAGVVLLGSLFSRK
Avidin fluor = avidin bead compound fluorescence profile; fluorescence (KMESF) at 10 µM; Avidin beads, compound fluorescence 488/530 nm, flow cytometry; hits give high values; 220,000 tested, 0.38% active; AID 1775; in the data active = fluorescence above about 47; note: inactives centre near 10
Bcl-B Bim block = inhibitors of Bim-Bcl-B interaction, human | inhibition, % at 10 µM | 190,000 tested, 0.073% active | AID 951 | bead-based flow cytometry, Bim peptide-Bcl-B binding;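 note: 0% = tracer peptide without compound and 100% = reference inhibitor peptide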
Bim-Bcl-W = inhibitors of Bim-Bcl-W interaction, human; Q92843; bead-based flow cytometry, Bim peptide-Bcl-W binding; inhibition, % at 10 µM; 190,000 tested, 0.02% active; AID 952;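 note: 0% = bound tracer without compound and 100% = peptide blocker; higher means less fluorescent Bim peptide bound to Bcl-W beads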
RGS7-Gao = modulates binding of RGS7 to human Galphao | P09471 | Multiplexed bead flow cytometry; actives lie on both sides | 220,000 tested, 0.35% active | binding response (% of control), % at 10 µM; in the data active = binding response below about 49% or above about 150%; inconclusive = no clear call, values can overlap the other calls; inactive = in between;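 note: fluorescent Galphao held in activated GDP-AlF4 state binding bead-coupled RGS7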
Target sequence (P09471 whole entry, looked up): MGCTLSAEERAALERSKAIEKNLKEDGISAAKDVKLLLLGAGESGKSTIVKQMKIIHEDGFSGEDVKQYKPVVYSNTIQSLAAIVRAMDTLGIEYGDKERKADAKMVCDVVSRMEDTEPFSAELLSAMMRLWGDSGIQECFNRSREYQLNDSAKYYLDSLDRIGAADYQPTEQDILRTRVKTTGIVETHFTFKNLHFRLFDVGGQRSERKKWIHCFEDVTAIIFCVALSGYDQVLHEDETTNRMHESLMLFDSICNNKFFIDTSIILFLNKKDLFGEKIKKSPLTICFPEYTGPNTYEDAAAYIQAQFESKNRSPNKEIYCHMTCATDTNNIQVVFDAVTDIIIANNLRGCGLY
ABCG2 inh = inhibitors of human ABCG2 transporter, ABCB1 counter-screen; inhibition, % at 6.6 µM; IgMXP3 cells, JC-1 efflux, flow cytometry; 190,000 tested, 0.1% active; Q9UNQ0;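 active = inhibition above 80%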;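 note: 0% = DMSO and 100% = nicardipine control wells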
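Read-out basis: Efflux inhibition in percent versus controls | Test system: ABCG2 IgMXP3 and barcoded ABCB1 CCRF-Adr cell mix | Quantity: 3 million cells/mL in well | Schedule: 10 min at 25 °C | Control set: Nicardipine as high control, DMSO as low control | Reagent: JC-1 as fluorescent efflux pump substrate | Signal: Flow cytometry of retained JC-1 fluorescence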
Bfl-1 Bim block = disrupts Bim binding to human Bfl-1. AID 1008. Bead-based flow cytometry, Bim-Bfl-1 binding inhibition. 190,000 tested, 0.12% active. Q16548. inhibition, % at 10 µM;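 note: 0% = wells without compound plus tracer and 100% = blocker peptide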
ABCB1 block = human ABCB1 inhibition, ABCG2 as counter-screen. AID 1326. 190,000 tested, 0.067% active. inhibition, % at 6.6 µM. CCRF-Adr cells, JC-1 efflux, flow cytometry. P08183; in the data active = inhibition above about 40%;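 note: 0% = vehicle and 100% = reference inhibitor; higher value means more JC-1 retained so stronger ABCB1 efflux block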
Bcl-2 Bim block = inhibitors of Bim-Bcl-2 interaction, human; inhibition, % at 10 µM; P10415; Bead-based flow cytometry, Bim peptide-Bcl-2 binding; 190,000 tested, 0.06% active; in the data active = inhibition above about 40%; inconclusive = no clear call, values can overlap the other calls;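 note: 0% = no compound wells with probe peptide and 100% = reference peptide inhibitor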
Target sequence (P10415 whole entry, looked up): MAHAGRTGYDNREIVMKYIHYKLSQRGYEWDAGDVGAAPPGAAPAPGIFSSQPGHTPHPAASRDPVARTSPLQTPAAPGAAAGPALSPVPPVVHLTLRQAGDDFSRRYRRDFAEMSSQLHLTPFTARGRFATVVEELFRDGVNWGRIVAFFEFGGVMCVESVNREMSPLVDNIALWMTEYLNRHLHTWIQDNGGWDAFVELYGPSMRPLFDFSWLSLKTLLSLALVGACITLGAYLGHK
GSH fluor = GSH bead compound fluorescence profile; GSH beads flow cytometry, compound fluorescence 488/530 nm; hits give high values; fluorescence (KMESF) at 10 µM; 190,000 tested, 0.25% active; in the data active = fluorescence above about 89;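 note: glutathione beads carrying GST-tagged Bcl family fusion proteins plus one bare bead set; values are compound well signal with DMSO vehicle wells as background; inactives centre near 16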
RGS4-Gao reg = human RGS4-Galphao interaction regulation | AID 1415 | binding response (% of control), % at 10 µM | Multiplexed bead flow cytometry, RGS4-Galphao binding; actives lie on both sides | 220,000 tested, 0.33% active; in the data active = binding response below about 49% or above about 150%; inactive = in between;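 note: fluorescent Galphao activated with aluminum fluoride binding bead-coupled RGS4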
* = called active by the depositor; ? = inconclusive. Cut-off read from the data, not from the text of the source, unless noted: active = inhibition above about 40%.

SMILES	Bcl-XL Bim block	Avidin fluor	Bcl-B Bim block	Bim-Bcl-W	RGS7-Gao	ABCG2 inh	Bfl-1 Bim block	ABCB1 block	Bcl-2 Bim block	GSH fluor	RGS4-Gao reg
CC1(C)CC(=O)C=C(NC2CCCCCC2)C1	0	13	-1	0	108	0	0	0.0	0	6	102
O=C(NCCN1CCCC1)c1ccc(Cn2c(=S)[nH]c3ccc(Br)cc3c2=O)cc1	-4	28	-10	-3	92	1	-6	0.3	-5	9	93
c1ccc2c(c1)OC(CCCN1CCCCC1)c1ccccc1S2 (stereo not given)	-7	16	-7	-5	98	1	-2	1.2	-6	23	101
Cc1cc(NC(=O)CSCc2ccc([N+](=O)[O-])cc2)no1	-2	9	-3	0	?	3	-2	0.5	0	20	101
Fc1ccc(Cn2nnnc2C(c2ccc(Cl)cc2)N2CCSCC2)cc1 (stereo not given)	-9	6	-6	6	100	1	-10	0.6	-4	39	89
O=Cc1cn[nH]c1-c1ccccc1	-5	10	-2	-2	103	2	-6	0.7	-2	9	100
Cc1ccc(N/N=C/c2ccc(N3CCOCC3)cc2)cc1C	11	23	1	21	101	3	-7	0.2	-16	17	104
O=C(O)CC(NC(=O)Nc1ccccc1)c1ccc(OC2CCCC2)cc1 (stereo not given)	-3	18	0	-2	108	1	-8	-0.3	-8	10	106
CCOC(=O)c1sc2nccc(N(C)C)c2c1N=CNOC	3	6	-7	0	96	8	-14	1.5	-9	68	96
O=C(/C=C/c1ccc(Br)o1)Nc1nccs1	0	22	-12	-1	94	1	3	-0.3	1	6	92
CCN(CC)CCc1c(C)[nH]c(C(=O)OCc2ccccc2)c1C	21	7	19	8	90	2	5	1.1	3	22	94
COCCCNC(=S)NNC(=O)c1ccc(S(=O)(=O)N2CCC(C)CC2)cc1	-4	20	-18	-2	99	1	-1	0.2	-3	13	99
COc1ccc([N+](=O)[O-])cc1-n1cnnn1	0	10	-2	-5	98	4	-6	0.3	-7	10	102
CCOC(CNC(=O)c1ccc2c(c1)ncn2-c1ccc(F)c(F)c1)OCC	-7	25	-2	-2	112	2	-3	-0.1	-5	19	102
CCN(CC)C(=O)CSc1nc(OC)cc(=O)[nH]1	-4	33	-1	-4	109	9	-1	1.1	0	19	101
Cc1nn(Cc2cccc(C(=O)Nn3cc([N+](=O)[O-])cn3)c2)c(C)c1[N+](=O)[O-]	-5	17	-7	-2	97	4	-14	1.3	-9	16	102
O=C(NCc1ccco1)C1CCCN1S(=O)(=O)c1ccc2ccccc2c1 (stereo not given)	-14	7	-10	-1	98	1	-11	0.8	-9	32	96
COc1cc(C2NC(=O)c3ccccc3O2)cc(OC)c1OC (stereo not given)	0	8	-3	3	98	1	-8	0.5	-5	57	104
Cc1ccc(Nc2nc(N)nc(CSc3nnnn3-c3ccccc3)n2)cc1	-2	11	-5	0	109	0	-6	-0.1	-5	53	102
CC(C)c1[nH]c(=O)c(C#N)c2c1CSC(C)(C)C2	-1	2	0	0	99	0	4	-0.2	0	18	98
COc1ccccc1N1CCN(Cc2ccc(Br)o2)CC1	3	7	-6	-2	97	-8	-8	-5.3	-3	22	98
COc1cccc(CN(Cc2cccnc2)S(=O)(=O)c2ccc(-n3cnnn3)c(C)c2)c1	-1	13	-1	1	97	1	-5	1.7	-1	18	98
COc1ccc(CC(=O)NCC(=O)N/N=C/c2ccc(C)o2)cc1	-9	15	-9	-7	99	2	-9	0.3	-4	13	101
CCN(CC)CCNC(=O)Cn1nc(-c2ccccc2)c2ccccc2c1=O	1	8	-1	1	105	2	0	0.4	-2	22	107
O=c1[nH]c2ccc(Cl)cc2c(-c2ccccc2)c1N1CCN(c2ccccn2)CC1	-4	12	-9	0	104	7	-12	2.0	-10	11	105
COc1ccccc1CCNC(=O)NC1CCCCC1	0	6	0	1	102	3	-3	1.3	-2	12	98
COc1cccc(CNC(=O)Cn2cc3c(n2)CCCCC3)c1	-2	8	-4	0	97	1	-11	0.4	-9	22	100
CN(C)c1cccc(C(=O)N/N=C/c2ccccc2F)c1	-2	10	-2	-4	101	2	-5	0.0	-3	14	101
C/C(Cn1cnc([N+](=O)[O-])n1)=N\NC(=O)c1ccc(O)cc1O	0	13	-3	-1	101	2	-2	0.0	1	25	102
NS(=O)(=O)c1cccnc1Nc1cccc(Cl)c1Cl	-10	13	-13	-1	98	13	-16	0.7	-12	36	100
O=C1C2CCCN2C(c2cccc(Br)c2)N1c1ccc(F)cc1 (stereo not given)	-4	48*	-11	-7	113	1	-8	0.3	-8	16	101
O=C1OCCC1Sc1nnc(-c2ccco2)n1-c1ccccc1 (stereo not given)	-1	13	-4	0	105	1	-5	-0.1	-1	12	102
CCOC(=O)c1c(N)n(C2CC(C)(C)NC(C)(C)C2)c2nc3ccccc3nc12	-7	24	-10	0	97	3	-19	0.7	-12	23	98
COCCNCC(=O)NCC12CC3CC(CC(C3)C1)C2	-4	23	-6	2	100	16	-14	1.1	-6	24	103
COc1ccccc1-n1c(SCc2cc(=O)oc3cc(O)ccc23)nc2ccccc2c1=O	-2	3	-5	-3	95	-3	-1	-0.5	-2	5	97
COc1ccccc1NC1=CC(=O)CC(c2ccccc2)C1 (stereo not given)	-4	16	-6	0	108	10	0	1.6	4	5	106
O=C(CSc1nc2cc(Cl)ccc2o1)c1cccs1	-2	34	-4	-5	99	1	-6	0.2	-5	43	101
CCOC(=O)N1CCN(CC(O)c2ccc3cc[nH]c3c2)CC1 (stereo not given)	-1	6	-4	1	96	4	-4	0.4	-1	26	99
CC(=O)OCC1(C)CN(c2ccccc2)N(C(C)=O)C1=O (stereo not given)	-6	11	-8	-2	?	4	-8	1.4	-9	17	102
O=C(O)CC(C(=O)O)N1C(=O)/C(=C/c2ccc(-c3nc4ccccc4s3)o2)SC1=S (stereo not given)	2	10	-5	2	97	-10	-5	-1.9	0	29	98
COc1ccc(C(=O)N(c2ccccn2)C2CCCCC2)c(OC)c1	-1	10	-2	-1	?	1	-1	0.4	-1	11	73
Clc1ccc(CSc2nnc(-c3sccc3-n3cccc3)o2)cc1	-3	5	-5	3	101	2	-14	0.2	-6	26	101
COc1ccc(-c2nc3n(n2)C(=O)CC(c2ccco2)S3)cc1 (stereo not given)	-3	33	-8	0	99	-1	-13	-0.6	-7	22	98
O=C(CCOc1ccccc1)Nc1ccccc1	1	7	0	1	99	0	2	0.2	2	19	99
N#Cc1cc2ccccc2nc1SCC(=O)Nc1ccc(S(=O)(=O)N2CCCC2)cc1	-6	5	-5	-1	100	-1	-13	-0.2	-5	24	99
CCOC(=O)c1nn(-c2ccc(F)cc2)c(C)c1C(C)=O	-3	5	-8	0	99	1	-9	0.1	-2	27	100
Cn1cccc1/C=C1\SC(=O)N(c2ccccc2)C1=O	-15	14	-13	-4	99	31	-10	1.5	-5	18	99
CC(C)Oc1ccc(C2CC(=O)N(c3ccccc3)C2=O)cc1 (stereo not given)	1	12	-9	0	101	1	-12	0.4	-9	33	106
c1ccc(N=C(c2cccs2)N2CCOCC2)cc1	-5	21	-3	-3	98	0	-2	-0.1	-3	11	100
O=C(COC(=O)c1ccc(Cl)c(S(=O)(=O)NCc2ccccc2)c1)NCC1CCCO1 (stereo not given)	-1	9	-3	-2	?	2	-5	0.1	-4	15	106
CC1=Nn2c(nc(-c3ccccc3)c2-c2ccccc2)N(CC(N)=O)C(=O)C1	-2	4	-8	0	101	-1	-14	-0.3	0	18	102
C/C(Cc1ccccc1)=N\NC(=O)CNC(=O)c1cccc(Br)c1	-2	13	-3	0	94	4	0	0.2	0	3	96
O=C(NCC1OCCc2ccccc21)c1cc(COc2ccc(F)cc2Cl)on1 (stereo not given)	-3	5	-4	-1	95	13	-7	0.8	-6	10	99
CC(=O)c1c(C)n([O-])c2cc(F)c(F)cc2[n+]1=O	-2	12	-1	1	96	-1	-3	0.0	-2	10	98
COc1ccc(C(=O)c2c(C)c3cc(C)ccc3n2CC(O)CN2CCOCC2)cc1 (stereo not given)	-4	3	-4	3	102	-1	0	1.6	-1	6	104
Cc1nc2ccc(NC(=O)c3ccc(Cl)c(S(=O)(=O)N(C)c4ccccc4)c3)cc2s1	-4	2	-2	-1	99	-2	0	-0.2	0	12	94
Cc1cc(C)c2nc(NCCCNC(=S)NCCCN(C)C)c(C#N)cc2c1	-1	6	-23	2	107	3	3	-0.3	-2	23	107
O=C(CN1C(=O)CC(c2ccccc2)S(=O)(=O)c2ccccc21)N1CCCCC1 (stereo not given)	-1	9	0	0	99	-2	0	-0.1	0	26	98

Among those listed so far, seven have an aryl thioether with sulfur outside any ring.
SMILES	Bcl-XL Bim block	Avidin fluor	Bcl-B Bim block	Bim-Bcl-W	RGS7-Gao	ABCG2 inh	Bfl-1 Bim block	ABCB1 block	Bcl-2 Bim block	GSH fluor	RGS4-Gao reg
CCN(CC)C(=O)CSc1nc(OC)cc(=O)[nH]1	-4	33	-1	-4	109	9	-1	1.1	0	19	101
Cc1ccc(Nc2nc(N)nc(CSc3nnnn3-c3ccccc3)n2)cc1	-2	11	-5	0	109	0	-6	-0.1	-5	53	102
O=C1OCCC1Sc1nnc(-c2ccco2)n1-c1ccccc1 (stereo not given)	-1	13	-4	0	105	1	-5	-0.1	-1	12	102
COc1ccccc1-n1c(SCc2cc(=O)oc3cc(O)ccc23)nc2ccccc2c1=O	-2	3	-5	-3	95	-3	-1	-0.5	-2	5	97
O=C(CSc1nc2cc(Cl)ccc2o1)c1cccs1	-2	34	-4	-5	99	1	-6	0.2	-5	43	101
Clc1ccc(CSc2nnc(-c3sccc3-n3cccc3)o2)cc1	-3	5	-5	3	101	2	-14	0.2	-6	26	101
N#Cc1cc2ccccc2nc1SCC(=O)Nc1ccc(S(=O)(=O)N2CCCC2)cc1	-6	5	-5	-1	100	-1	-13	-0.2	-5	24	99
